Source: PubChem BioAssay (several laboratories)
Cdc42 wt: modulators of GTP binding to wildtype Cdc42, primary screen, biochemical, multiplex bead flow cytometry, Bodipy-GTP | GST-Cdc42 beads; actives lie on both sides | actives 0.2% (n = 190,000) | percent activity (GTP binding), % at 10 µM;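 active means percent activity GTP binding at least 20 points away from the 100% baseline, either down as inhibitor or up as activator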;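 further: median bead fluorescence of bound Bodipy-FL-GTP at 100 nM; 0% = excess unlabeled GTP control and 100% = no compound control; below 100% means less GTP binding so inhibitor and above means activator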
GSH bead fluor: compound fluorescence on glutathione beads, profiling panel, artefact control, biophysical, 488/530 nm, flow cytometry | GSH beads flow cytometry, compound fluorescence 488/530 nm; active compounds read high | fluorescence (KMESF) at 10 µM | actives 0.25% (n = 190,000); in the data active means fluorescence above about 89;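 further: glutathione beads carrying GST-tagged Bcl family fusion proteins plus one bare bead set; values are compound well signal with DMSO vehicle wells as background; inactives centre near 16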
Rab7 wt GTP bind: modulators of GTP binding to Rab7, primary screen, biochemical, wildtype, multiplex bead flow cytometry; GTP binding activity (percent of control), % at 10 µM; GST-Rab7 beads, fluorescent GTP binding; actives lie on both sides; untreated = 100%, excess cold GTP = 0%; actives 0.055% (n = 190,000); Rab7 GTPase wild type (dog), Bodipy-FL-GTP binding;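 active means fluorescent GTP binding to Rab7 beads changed by at least 20 points from the 100% baseline, either direction, mostly lower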;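 further: median green fluorescence of bound Bodipy-FL-GTP per Rab7 bead population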
Rab2A wt mod: modulators of GTP binding to Rab2A wildtype, primary screen, biochemical, dog, bead-based flow cytometry, multiplex; Ras-related protein Rab-2A (Canis lupus familiaris), P61105; GST-Rab2 wt beads, Bodipy-GTP binding; GTP binding activity, % at 10 µM; actives 0.19% (n = 190,000); AID 760, 2007;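 active means GTP binding activity at least 20 points away from 100%, either lowered or raised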;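 further: 0% = beads with excess unlabeled GTP and 100% = no-compound control corrected for plate trend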
ABCB1 block: ABCB1 efflux pump inhibitors, primary screen, cell-based, multiplex, flow cytometry, ABCG2 counter-screen | ATP-dependent translocase ABCB1 (Homo sapiens), P08183 | AID 1326, 2008 | CCRF-Adr cells, JC-1 efflux | inhibition, % at 6.6 µM | actives 0.067% (n = 190,000); in the data active means inhibition above about 40%;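 further: 0% = vehicle and 100% = reference inhibitor; higher value means more JC-1 retained so stronger ABCB1 efflux block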
Target sequence (P08183 whole entry, looked up): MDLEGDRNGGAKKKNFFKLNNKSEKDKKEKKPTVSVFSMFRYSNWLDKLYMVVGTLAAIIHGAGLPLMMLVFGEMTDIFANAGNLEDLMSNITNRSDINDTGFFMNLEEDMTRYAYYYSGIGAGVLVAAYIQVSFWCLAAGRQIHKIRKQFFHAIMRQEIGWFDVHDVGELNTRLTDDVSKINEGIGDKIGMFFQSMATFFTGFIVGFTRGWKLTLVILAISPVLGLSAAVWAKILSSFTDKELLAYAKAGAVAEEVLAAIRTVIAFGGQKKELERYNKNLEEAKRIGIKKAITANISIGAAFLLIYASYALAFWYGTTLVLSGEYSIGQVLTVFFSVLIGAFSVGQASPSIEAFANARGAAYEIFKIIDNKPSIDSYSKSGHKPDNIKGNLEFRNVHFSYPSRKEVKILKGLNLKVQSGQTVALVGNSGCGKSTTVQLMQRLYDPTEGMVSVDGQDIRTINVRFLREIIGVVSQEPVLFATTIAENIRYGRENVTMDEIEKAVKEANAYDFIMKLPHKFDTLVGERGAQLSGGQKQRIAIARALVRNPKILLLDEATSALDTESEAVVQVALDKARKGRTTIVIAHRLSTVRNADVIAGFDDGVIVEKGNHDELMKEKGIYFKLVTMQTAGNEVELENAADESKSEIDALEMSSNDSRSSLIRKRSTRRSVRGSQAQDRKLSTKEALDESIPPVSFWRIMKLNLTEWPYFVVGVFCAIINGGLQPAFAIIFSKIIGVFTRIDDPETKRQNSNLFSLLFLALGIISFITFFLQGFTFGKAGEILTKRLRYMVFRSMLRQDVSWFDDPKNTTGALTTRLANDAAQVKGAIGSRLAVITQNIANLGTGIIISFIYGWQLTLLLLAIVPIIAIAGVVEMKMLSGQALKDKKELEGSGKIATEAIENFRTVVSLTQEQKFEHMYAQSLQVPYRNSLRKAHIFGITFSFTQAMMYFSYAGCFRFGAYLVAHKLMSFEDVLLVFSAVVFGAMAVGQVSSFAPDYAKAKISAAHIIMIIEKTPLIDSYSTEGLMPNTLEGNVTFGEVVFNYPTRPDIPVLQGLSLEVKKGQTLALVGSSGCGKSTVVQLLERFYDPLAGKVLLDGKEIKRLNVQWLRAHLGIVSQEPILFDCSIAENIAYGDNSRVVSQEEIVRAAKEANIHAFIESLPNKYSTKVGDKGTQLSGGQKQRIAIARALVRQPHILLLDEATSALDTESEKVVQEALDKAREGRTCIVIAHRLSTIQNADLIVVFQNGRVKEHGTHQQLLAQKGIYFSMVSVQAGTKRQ
Rac1 wt modul: wildtype Rac1 GTP binding modulators, primary screen, biochemical, GST-Rac1 beads, flow cytometry, multiplex; Ras-related C3 botulinum toxin substrate 1 (Homo sapiens), P63000; fluorescent GTP binding; actives lie on both sides; 0 = cold GTP competed, 100 = untreated; GTP binding activity (% of control), % at 10 µM; actives 0.27% (n = 190,000); AID 757, 2007;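 active means GTP binding activity at least 20 points away from the 100% control level, either lower or higher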
Pf gametocyte: late stage P. falciparum gametocyte viability inhibitors, primary screen, ATP luminescence, HTS; P. falciparum stage V gametocytes, 24 h; inhibition, % at 10.9 µM; actives 0.065% (n = 150,000);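 active means inhibition above the mean plus 3 SD of compounds within the control limits, set per campaign, cut at about 38% in these data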;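 further: 0% = DMSO wells and 100% = medium only without gametocytes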
Avidin bead fluor: green autofluorescence of compounds with avidin beads – biophysical, 488/530 nm, flow cytometry, artefact control, profiling panel; compound fluorescence 488/530 nm; active compounds read high; fluorescence (KMESF) at 10 µM; actives 0.38% (n = 220,000); AID 1775, 2009; in the data active means fluorescence above about 47; further: inactives centre near 10
ABCG2 inh: ABCG2 efflux pump inhibitors, primary screen, multiplex with ABCB1, IgMXP3 cells, flow cytometry; Broad substrate specificity ATP-binding cassette transporter ABCG2 (Homo sapiens), Q9UNQ0; JC-1 efflux; inhibition, % at 6.6 µM; actives 0.1% (n = 190,000);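 active means inhibition above 80%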;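 further: 0% = DMSO and 100% = nicardipine control wells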
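Assay system – ABCG2 IgMXP3 and barcoded ABCB1 CCRF-Adr cell mix · Input – 3 million cells/mL in well · Reagent – JC-1 fluorescent substrate · Compound – single test compound dose, 6.6 µM final · Timing – 10 min exposure at 25 °C with rotation, no wash · Detection – flow cytometry of retained JC-1 fluorescence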
Rac1 act GTP bind: GTP binding modulators of activated mutant Rac1, primary screen, biochemical, bead-based flow cytometry, multiplex, fluorescent GTP | percent activity (GTP binding), % at 10 µM | AID 764, 2007 | GST-Rac1 activated beads; actives lie on both sides; 100% means binding = to untreated wells | Ras-related C3 botulinum toxin substrate 1 (Homo sapiens), P63000 | actives 0.11% (n = 190,000);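 active means GTP binding at least 20 percentage points away from the 100% baseline, in either direction, so actives lie on both sides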
HRas wt GTP bind: modulators of GTP binding to HRas wildtype, primary screen, biochemical, bead-based flow cytometry, multiplex; actives 0.14% (n = 190,000); GTPase HRas (Homo sapiens), P01112; GST-Ras wt beads, Bodipy-FL-GTP binding; actives lie on both sides; GTP binding activity, % at 10 µM; AID 759, 2007;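 active means GTP binding activity at least 20% away from the 100% baseline, either lowered as inhibitor or raised as activator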;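 further: 0% = unlabeled GTP competition control and 100% = no-compound control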
Active calls of the source: *; · = not tested or not shown.

SMILES	Cdc42 wt	GSH bead fluor	Rab7 wt GTP bind	Rab2A wt mod	ABCB1 block	Rac1 wt modul	Pf gametocyte	Avidin bead fluor	ABCG2 inh	Rac1 act GTP bind	HRas wt GTP bind
COc1ccc2c(c1)CCc1c(C(=O)N(C)c3ccccc3)noc1-2	98	10	109	103	0.4	102	5	8	6	95	102
Cc1ccc(NC(=O)CN2C(=O)/C(=C3\SC(=S)N(C4CCS(=O)(=O)C4)C3=O)c3ccccc32)cc1 (stereo not drawn)	98	10	101	99	0.3	101	21	22	6	98	99
CCN1CCN(CCC(=O)Nc2ccc(Br)cc2)CC1	95	13	104	95	0.6	106	-8	12	2	96	100
COc1ccc(CCC(=O)Nc2nc3ccccc3[nH]2)cc1OC	100	66	97	99	0.2	103	·	6	1	99	100
CCCn1c(N)c(NCCN2CCOCC2)c(=O)n(CC(=O)NCc2ccccc2)c1=O	95	12	95	93	-0.3	94	27	26	0	97	95
CSCCC(NC(=O)c1ccccc1)C(=O)NCc1ccco1 (stereo not drawn)	107	19	101	107	1.3	103	·	8	4	103	106
O=C(CSc1nn(-c2ccc(F)cc2)c(=S)s1)NC1CCS(=O)(=O)C1 (stereo not drawn)	96	16	100	100	0.0	104	10	9	-5	98	98
COc1ccc2c(c1)O[C@@H](c1cccc(C(F)(F)F)c1)[C@H](OC(=O)Nc1ccc(OC(F)F)cc1)C2=O	102	18	100	100	0.8	106	·	11	8	99	101
Cn1cc(S(=O)(=O)N2CCN(c3cccc(C(F)(F)F)c3)CC2)c(=O)n(C)c1=O	100	22	99	98	0.7	104	·	5	4	99	99
CCOc1ccc(S(=O)(=O)NCCC2=CCCCC2)c2ccccc12	101	18	101	102	0.8	103	7	41	3	99	100
CCCCCc1c(O)nc(SCCN(CC)CC)[nH]c1=O	99	13	105	99	0.9	98	1	21	3	98	99
O=C(CSc1nc(O)c(-c2ccccc2)c(=O)[nH]1)N1CCOCC1	102	25	101	99	0.3	100	·	10	0	97	98

Four compounds already listed, arranged by molar mass, rising.
SMILES	Cdc42 wt	GSH bead fluor	Rab7 wt GTP bind	Rab2A wt mod	ABCB1 block	Rac1 wt modul	Pf gametocyte	Avidin bead fluor	ABCG2 inh	Rac1 act GTP bind	HRas wt GTP bind
O=C(CSc1nc(O)c(-c2ccccc2)c(=O)[nH]1)N1CCOCC1	102	25	101	99	0.3	100	·	10	0	97	98
CCOc1ccc(S(=O)(=O)NCCC2=CCCCC2)c2ccccc12	101	18	101	102	0.8	103	7	41	3	99	100
Cn1cc(S(=O)(=O)N2CCN(c3cccc(C(F)(F)F)c3)CC2)c(=O)n(C)c1=O	100	22	99	98	0.7	104	·	5	4	99	99
COc1ccc2c(c1)O[C@@H](c1cccc(C(F)(F)F)c1)[C@H](OC(=O)Nc1ccc(OC(F)F)cc1)C2=O	102	18	100	100	0.8	106	·	11	8	99	101

Additional structures:
SMILES	Cdc42 wt	GSH bead fluor	Rab7 wt GTP bind	Rab2A wt mod	ABCB1 block	Rac1 wt modul	Pf gametocyte	Avidin bead fluor	ABCG2 inh	Rac1 act GTP bind	HRas wt GTP bind
Nc1ccc(S(=O)(=O)Nc2ccccn2)cc1	101	19	98	103	-0.1	98	·	6	0	98	100
CCc1c(C(=O)O)[nH]c2ccc(Br)cc12	99	19	94	97	0.8	97	11	9	4	96	97
FC(F)Oc1ccc(NC(=S)NCC2COc3ccccc3O2)cc1 (stereo not drawn)	97	5	101	96	-0.1	99	-2	4	5	99	98
Cc1ccc(CSC(Nc2ccc(F)cc2)=C(C#N)C#N)cc1	99	22	96	97	4.2	106	-6	7	10	98	97
Cc1[nH]n(C(N)=S)c(=O)c1N=Nc1cc(-c2ccc(Br)cc2)[nH]n1	98	14	94	96	-1.3	94	5	10	-3	94	94
COc1ccccc1C(=O)NNC(=O)c1cccc([N+](=O)[O-])c1	95	18	102	99	0.2	95	-19	7	1	94	97
Cc1cc(C)nc(N(C#N)S(=O)(=O)c2ccc(Br)cc2)n1	104	4	93	96	0.3	104	·	7	3	102	99
COc1ccc(N2CCN(C(=O)c3ccc4nc(N5CCCCC5)sc4c3)CC2)cc1	101	22	102	99	0.2	107	·	10	1	98	99
COc1ccc(N2CCN(c3nc4ccccn4c(=O)c3C=O)CC2)cc1	102	9	103	102	1.3	105	-1	9	16	103	102
O=C1c2ccccc2C(Nc2ccccc2)N1c1cccnc1 (stereo not drawn)	104	19	99	101	0.6	105	·	6	2	101	103
COc1ccc(Br)c(C(=O)Nn2c(C)nc3ccccc3c2=O)c1	100	25	97	101	1.6	100	·	12	17	100	99
O=C(Nc1nc(-c2cccs2)cs1)c1cccc(S(=O)(=O)N2CCCCCC2)c1	100	24	95	97	0.3	99	·	5	2	97	99
CC(C)n1c(NCc2cccs2)nc2ccccc21	102	33	99	98	0.6	99	·	15	3	96	100
COc1ccc(/C=N/NC(=O)c2ccc(O)cc2)cc1CN1CCCc2ccccc21	99	11	101	95	-0.6	100	·	11	-1	99	97
COc1ccc(F)c(-c2nc(CN3CCC(c4ccccc4)CC3)c(C)o2)c1	98	29	101	98	1.7	102	-6	15	7	96	98
CCC(=O)N1CCN(c2ccc(Cl)cc2NC(=O)c2cccc([N+](=O)[O-])c2)CC1	100	18	101	100	2.2	101	-17	9	7	98	98
O=C(Nc1cccnc1)c1ccc(-c2ccccc2)cc1	95	8	97	98	-0.2	98	3	26	1	96	98
O=C1OCC2=C1C(c1ccccc1)CC(=O)N2c1cccc(F)c1 (stereo not drawn)	99	10	97	96	2.1	98	-8	10	11	95	94
CCOC(=O)c1c(CC(C)C)csc1NC(=O)CCl	95	22	99	94	1.0	96	6	24	11	94	95
Cc1nc2nc[nH]n2c(=O)c1NS(C)(=O)=O	102	21	100	100	0.5	102	·	13	2	102	102
CCCc1[nH]nc2c1C(c1ccccc1OC)C(C#N)=C(N)O2 (stereo not drawn)	103	49	99	101	0.1	101	·	15	-1	100	101
c1ccn2c(c1)nc1c2nc2ccccn21	103	24	103	100	-0.4	105	·	30	0	99	102
COC(=O)C1SCC2C(=O)N(Cc3ccc(Cl)cc3)CC(=O)N21 (stereo not drawn)	97	12	92	93	0.5	100	-11	17	2	95	95
Cc1ccc(-c2nnn(CC(=O)NCCc3ccc4c(c3)OCO4)n2)o1	102	20	102	105	-0.1	105	-24	24	0	100	102
O=C(COc1ccc(S(=O)(=O)N2CCCCC2)cc1)N1CCCCCC1	97	33	102	97	-0.7	101	-22	16	16	99	96
CCCCc1nc(N)c(C#N)c(-c2ccco2)c1CCC	103	36	98	99	0.8	106	-4	8	2	101	99
CC(C)Cc1csc(NC(=O)c2ccccc2Cl)c1C(=O)O	78*	10	85	80	-0.2	79*	·	14	0	82	81
COc1ccc(S(=O)(=O)N2CCCCC2)cc1NC(=O)CN(C)C1CCCCC1	98	9	103	98	1.8	100	-14	21	11	97	96
Cc1cc(C(=O)CSc2ncccn2)c(C)n1-c1cccc(F)c1	95	13	100	99	0.8	99	6	11	5	100	97
CC1=[N+]([O-])C(C)(C)C(c2ccc(Br)cc2)=[N+]1[O-]	104	5	103	98	0.0	104	·	13	4	100	99
NC1=NC(=O)/C(=C/c2cn(CCC(=O)O)nc2-c2ccc(F)cc2)S1	97	17	98	98	-0.6	96	11	6	-3	100	97
CC(=O)Nc1cccc(-c2csc(Nc3ccc(C)cn3)n2)c1	101	10	101	97	0.7	101	·	7	10	98	99
CCS(=O)(=O)N1Cc2ccccc2CC1C(=O)Nc1nc2ccc(F)cc2s1 (stereo not drawn)	98	6	97	97	0.4	99	8	0	0	94	100
CCCC(C)C(=O)Nc1ccc(S(N)(=O)=O)cc1 (stereo not drawn)	103	13	92	94	0.0	94	-13	9	0	91	94
COc1ccc(N(CC(=O)Nc2cccc([N+](=O)[O-])c2C)S(C)(=O)=O)cc1OC	94	9	99	101	0.9	98	-12	18	7	98	98
CCOC(=O)c1c(NC(=O)/C=C\C(=O)O)sc(C)c1-c1ccccc1	93	10	94	90	0.5	97	·	30	4	91	91

Four entries from above, set out differently:
structure,Cdc42 wt,GSH bead fluor,Rab7 wt GTP bind,Rab2A wt mod,ABCB1 block,Rac1 wt modul,Pf gametocyte,Avidin bead fluor,ABCG2 inh,Rac1 act GTP bind,HRas wt GTP bind
NC1=NC(=O)/C(=C/c2cn(CCC(=O)O)nc2-c2ccc(F)cc2)S1,97,17,98,98,-0.6,96,11,6,-3,100,97
CC(=O)Nc1cccc(-c2csc(Nc3ccc(C)cn3)n2)c1,101,10,101,97,0.7,101,·,7,10,98,99
CCS(=O)(=O)N1Cc2ccccc2CC1C(=O)Nc1nc2ccc(F)cc2s1 (stereo not drawn),98,6,97,97,0.4,99,8,0,0,94,100
CCCC(C)C(=O)Nc1ccc(S(N)(=O)=O)cc1 (stereo not drawn),103,13,92,94,0.0,94,-13,9,0,91,94

Carrying on.
SMILES	Cdc42 wt	GSH bead fluor	Rab7 wt GTP bind	Rab2A wt mod	ABCB1 block	Rac1 wt modul	Pf gametocyte	Avidin bead fluor	ABCG2 inh	Rac1 act GTP bind	HRas wt GTP bind
Cc1cc(S(=O)(=O)Nc2c(C)nc3nc[nH]n3c2=O)ccc1F	93	10	92	94	0.2	92	-2	3	0	93	91
O=C(O)[C@@H]1CCCN1C(=O)c1ccco1	100	5	102	94	-0.2	104	3	1	4	101	96
COc1cccc(Nc2nnc(SCN3C(=O)c4ccccc4C3=O)s2)c1	98	13	91	95	-0.1	98	-13	12	0	98	94
CCC(=O)NNc1cccc(Cl)n1	106	22	103	105	0.1	106	-20	8	2	104	105

Whole records from above. Screens in order: Cdc42 wt | GSH bead fluor | Rab7 wt GTP bind | Rab2A wt mod | ABCB1 block | Rac1 wt modul | Pf gametocyte | Avidin bead fluor | ABCG2 inh | Rac1 act GTP bind | HRas wt GTP bind
CCC(=O)NNc1cccc(Cl)n1 across the screens: 106 | 22 | 103 | 105 | 0.1 | 106 | -20 | 8 | 2 | 104 | 105
COc1cccc(Nc2nnc(SCN3C(=O)c4ccccc4C3=O)s2)c1 across the screens: 98 | 13 | 91 | 95 | -0.1 | 98 | -13 | 12 | 0 | 98 | 94
